RBX1-CUL1 inh: inhibitors of human ROC1-CUL1 ubiquitin ligase activity; inhibition, % at 10 µM; in vitro K48 di-Ub FRET, acceptor:donor ratio, 45 min; 140,000 tested, 0.6% active; AID 1347404; in the data active = inhibition above about 25%
Target sequence (P62877 whole entry, looked up): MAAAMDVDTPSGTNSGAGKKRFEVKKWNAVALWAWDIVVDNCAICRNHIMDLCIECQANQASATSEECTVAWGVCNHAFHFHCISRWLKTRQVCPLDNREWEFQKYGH
Target sequence (Q13616 whole entry, looked up): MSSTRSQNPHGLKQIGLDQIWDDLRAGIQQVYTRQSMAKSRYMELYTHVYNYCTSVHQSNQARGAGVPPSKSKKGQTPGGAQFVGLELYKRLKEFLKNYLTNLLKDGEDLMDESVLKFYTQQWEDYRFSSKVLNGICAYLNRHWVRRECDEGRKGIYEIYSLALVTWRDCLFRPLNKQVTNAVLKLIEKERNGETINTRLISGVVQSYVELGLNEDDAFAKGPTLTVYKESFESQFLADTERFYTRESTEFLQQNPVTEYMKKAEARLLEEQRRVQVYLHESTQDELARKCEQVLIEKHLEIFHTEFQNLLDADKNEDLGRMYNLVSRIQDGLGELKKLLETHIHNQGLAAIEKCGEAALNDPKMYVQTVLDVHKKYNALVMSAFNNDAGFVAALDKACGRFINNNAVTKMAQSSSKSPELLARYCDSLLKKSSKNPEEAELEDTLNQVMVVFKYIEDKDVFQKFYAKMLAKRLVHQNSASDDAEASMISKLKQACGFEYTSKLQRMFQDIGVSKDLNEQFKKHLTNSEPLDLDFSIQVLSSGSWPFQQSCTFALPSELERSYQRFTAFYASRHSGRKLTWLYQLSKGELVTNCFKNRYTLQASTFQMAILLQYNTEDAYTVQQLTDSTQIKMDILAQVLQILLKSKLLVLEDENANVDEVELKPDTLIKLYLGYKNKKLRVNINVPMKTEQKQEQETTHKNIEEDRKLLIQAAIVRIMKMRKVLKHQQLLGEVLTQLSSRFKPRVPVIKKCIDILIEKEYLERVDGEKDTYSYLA
Active calls of the source: *.

RBX1-CUL1 inh | Molecule
0 | O=C1C2CCCCN2C(=O)N1CCCCN1CCN(c2ccc(F)cc2)CC1 (stereo unspecified)
3 | CCCNC(=O)c1nnn(-c2ccccc2)c1CCC
-6 | O=C(NC(Nc1nccs1)(C(F)(F)F)C(F)(F)F)c1ccccc1
3 | O=C(Nc1cccc2cnccc12)c1ccc(C2CCCN2)s1 (stereo unspecified)
1 | CCn1cc2nc(SCC(=O)Nc3ccc(C)cc3C)n(Cc3ccc(C)cc3)c(=O)c2n1
9 | C=CCn1c(SCC(=O)NCCc2ccc(OC)c(OC)c2)nnc1-c1cccnc1
8 | Cc1ccc(N=C(N)N=C2N=C(CSc3nnc(C)s3)CC(=O)N2)c(C)c1
0 | Cc1cccc(-c2nnc(SCC(=O)Nc3ccc(Br)cc3C(C)C)n2N)c1
-3 | Cc1ccc(CN2C(=O)C(=O)c3cc(Br)cc(C)c32)cc1
5 | CCOC(=O)c1c(C)[nH]c(C)c1S(=O)(=O)N1CCC(C(=O)NCc2ccc(OC)cc2)CC1
-9 | CCOC(=O)c1ccccc1NC(=O)N(Cc1ccco1)C1CCN(C(C)=O)CC1
8 | CCc1cc2c(cc3c(=O)n(CC(=O)NCc4cccc(Cl)c4)nc(CC)n32)s1
-10 | CCOC(=O)C1CCN(C(=O)C2CCCN(c3nc(C)c4ccc(OC)cc4n3)C2)CC1 (stereo unspecified)
4 | O=C(Nc1ccccn1)c1ccc2c(c1)C(=O)N(c1ccccc1-c1ccccc1)C2=O
4 | COc1nc(C)c(C(=O)N2CCCC(c3cc(=O)[nH]c(C)n3)C2)s1 (stereo unspecified)
-11 | O=c1oc2ccccc2c2c1nnn2CCO
6 | O=C(Nc1nc(COc2ccccc2)cs1)c1ccccc1F
1 | O=C(Nc1ccc2ccccc2c1)Nc1ccc(F)cc1F
5 | CSc1nc(-c2ccc(C)cc2)nc2c1COC(C)(C)C2
0 | O=S(=O)(Cc1ccccc1)NCC1CCCN(Cc2cccc3c2OCO3)C1 (stereo unspecified)
-2 | CCOc1cccc(C(=O)Nc2ccc(-c3nc4ccccc4[nH]3)cc2)c1
-9 | COC(=O)c1cc2oc(C)cc2n1Cc1c(C)cc(C)cc1C
14 | Cc1c(CC(=O)NC2CC2)c2c(n1CCc1ccccc1)CCCC2=O
1 | CCS(=O)(=O)c1ncc(CN(C)Cc2ccncn2)n1CCCc1ccccc1
0 | COc1cccc(CNC(=O)C2CCCN(S(=O)(=O)c3ccc4c(ccn4C)c3)C2)c1OC (stereo unspecified)
-1 | CCc1ccc(N2C(=O)CSC23C(=O)N(Cc2ccc(C)cc2)c2ccccc23)cc1 (stereo unspecified)
-4 | O=C(CSc1nc2c([nH]c3ccccc32)c(=O)n1-c1cccc(Cl)c1)N1CCOCC1
-15 | CC(C)c1ccc(Nc2c(-c3ccc(N(C)C)cc3)nc3cnccn23)cc1
12 | COc1ccc(N2C(=O)C3CC=CCC3(C)C2=O)cc1 (stereo unspecified)
2 | CCc1nc(C)cn1S(=O)(=O)c1cc(Cl)c(Cl)cc1C
6 | COc1ccc(-c2cc3c(=O)n(CC(=O)Nc4cc(C)ccc4C)ccn3n2)cc1
-6 | CC(=O)c1c(C)oc2ccc(N(C(=O)Oc3ccccc3)S(=O)(=O)c3ccc(Cl)cc3)cc12
3 | O=c1oc2ccccc2n1-c1nc2ccccc2o1
-2 | Cc1ccc(CNC(=O)c2ccc(NC(=O)c3nsc4ccccc34)cc2)cc1
3 | NC(=O)C1CCN(c2ccc(C(=O)N3CCCC(c4ccccc4)CC3)cn2)CC1 (stereo unspecified)
0 | CCN1CCN(c2nc3nonc3nc2NCc2ccccc2)[C@@H](C)C1=O

5 entries from above, bar-delimited:
Molecule | RBX1-CUL1 inh
CCc1ccc(N2C(=O)CSC23C(=O)N(Cc2ccc(C)cc2)c2ccccc23)cc1 (stereo unspecified) | -1
O=C(CSc1nc2c([nH]c3ccccc32)c(=O)n1-c1cccc(Cl)c1)N1CCOCC1 | -4
CC(C)c1ccc(Nc2c(-c3ccc(N(C)C)cc3)nc3cnccn23)cc1 | -15
COc1ccc(N2C(=O)C3CC=CCC3(C)C2=O)cc1 (stereo unspecified) | 12
CCc1nc(C)cn1S(=O)(=O)c1cc(Cl)c(Cl)cc1C | 2

(listing goes on)
RBX1-CUL1 inh | Molecule
4 | CC(C)c1cc(C(=O)N2CCOc3ccc(C(O)C(c4ccccc4)c4ccccc4)cc3C2)no1 (stereo unspecified)
-1 | CC(=O)Nn1ccc2c(cnc3nc(-c4ccccc4)nn32)c1=O
4 | COc1ccc2c3c(ccc2c1)OC(c1ccccc1)(c1ccccc1)C=C3
2 | N#CC1C(=N)C(C#N)(C#N)[C@H](c2c(Cl)cccc2Cl)[C@H]2CN(C(=O)OCc3ccccc3)CC=C12 (stereo partly specified)
-1 | CCCN(CCC)CCCNC(=O)Cn1cnc2sc(C)c(S(=O)(=O)N3CCC(C)CC3)c2c1=O
2 | CCOC(=O)c1sc2ncn(CC(=O)Nc3cc(C)cc(C)c3)c(=O)c2c1C
-7 | COCCO[C@H]1[C@H](NC(=O)C(C)C)c2ccccc2C12CCN(C(=O)c1ccc3c(c1)OCO3)CC2
-6 | Cc1cc(/C=C2\C(=O)NC(=S)N(c3ccc(Cl)cc3)C2=O)c(C)n1-c1ccc(Cl)c(Cl)c1
2 | CCOc1ccccc1NC(=O)CN(CCc1ccccc1)S(=O)(=O)c1ccc(C)cc1
-7 | CC1(C)Cc2ccccc2C(C(N=Nc2cccc(Cl)c2)C(N)=O)=N1 (stereo unspecified)
-2 | O=C1Cc2ccccc2-c2ccccc2C1
3 | CCN(C(=O)Cn1cnc2sc(C)c(S(=O)(=O)N3CCN(c4ncccn4)CC3)c2c1=O)c1ccccc1F
2 | CCSCCOC(=O)C1C(C)=NC(=O)NC1c1ccc(OC(F)(F)F)cc1 (stereo unspecified)
2 | CCOc1ccc(-c2nc(CNC(=O)Nc3ccccc3)c(C)o2)cc1
0 | CCCn1cnc(NC(=O)N2CCCN(C(=O)c3ccco3)CC2)n1
4 | COCCn1cnc2cc(NC(=O)C3CCCCC3)cc(C(=O)NC(C)c3ccc(F)cc3)c21 (stereo unspecified)
-4 | Cc1ccc(Cn2cc(CCC(=O)NCC(C)c3ccccc3)c3ccccc32)cc1 (stereo unspecified)
-2 | Cc1ccc2cccc(NC(=O)C34CCC(C)(C(=O)C3)C4(C)C)c2n1 (stereo unspecified)
2 | CC(=O)c1cc2c(cc1NC(=O)Cc1cccc3ccccc13)OCO2
1 | COc1ccc(N)c(CC2c3ccccc3CCN2C)c1 (stereo unspecified)
6 | O=C(CN1Cc2ccccc2OC(c2ccccc2F)C1)NCC(c1ccncc1)N1CCOCC1 (stereo unspecified)
4 | CN(Cc1ccccc1)C(=O)CSc1c2c(nc3ccc(Cl)cc13)CCCC2
-6 | CC(C)c1ccc(NC(=O)CSc2nnc(CNC(=O)c3ccc(Cl)c(Cl)c3)n2C)cc1
2 | COc1ccc(Oc2c(C(F)(F)F)oc3cc(OC(=O)N4CCOCC4)ccc3c2=O)cc1

Among those listed so far, these have a furan ring, fused or not.
RBX1-CUL1 inh | Molecule
-9 | CCOC(=O)c1ccccc1NC(=O)N(Cc1ccco1)C1CCN(C(C)=O)CC1
-9 | COC(=O)c1cc2oc(C)cc2n1Cc1c(C)cc(C)cc1C
-6 | CC(=O)c1c(C)oc2ccc(N(C(=O)Oc3ccccc3)S(=O)(=O)c3ccc(Cl)cc3)cc12
0 | CCCn1cnc(NC(=O)N2CCCN(C(=O)c3ccco3)CC2)n1

Gathered by group, the compounds so far with an NH in an aromatic ring.
RBX1-CUL1 inh | Molecule
5 | CCOC(=O)c1c(C)[nH]c(C)c1S(=O)(=O)N1CCC(C(=O)NCc2ccc(OC)cc2)CC1
4 | COc1nc(C)c(C(=O)N2CCCC(c3cc(=O)[nH]c(C)n3)C2)s1 (stereo unspecified)
-2 | CCOc1cccc(C(=O)Nc2ccc(-c3nc4ccccc4[nH]3)cc2)c1
-4 | O=C(CSc1nc2c([nH]c3ccccc32)c(=O)n1-c1cccc(Cl)c1)N1CCOCC1

Next section:
RBX1-CUL1 inh | Molecule
4 | CSCC[C@H](NC(C)=O)C(=O)N1CCC(CO)(Cc2ccc(Cl)cc2)CC1
5 | Cc1cc(C=C2C(=O)N(C)C(=S)N(C)C2=O)c(C)n1-c1ccc(Br)cc1F
6 | CC(C)(C)c1ccc(-c2nc3ccccc3[nH]2)cc1
-5 | COc1ccc(NCC(=O)Nc2ccc(F)cc2)cc1
5 | Cc1ccc(C(C)C)c(OCC(=O)Nc2ccccc2C(=O)c2ccccc2)c1
-2 | CC1CCCN(C(=O)c2cc3c(=O)n(C)c4ccccc4c3s2)C1 (stereo unspecified)
1 | COc1cc(C2c3c(cc(C)oc3=O)OC(=N)C2C#N)ccc1OCc1ccccc1 (stereo unspecified)
6 | OC(c1ccsc1)C(O)c1ccsc1 (stereo unspecified)
-4 | COCc1nn2c(-c3cc(C)cc(C)c3)nnc2s1
-2 | CCOC(=O)C1(C(=O)c2ccc(N)cc2)C(=O)N(C(=O)c2ccc(N)cc2)CC1c1ccccc1 (stereo unspecified)
-13 | Cc1cc(C)c(S(=O)(=O)NCC(c2ccc(N(C)C)cc2)N2CCc3ccccc32)c(C)c1 (stereo unspecified)
10 | COc1cc(N2CCN(c3ccncc3S(=O)(=O)N3CCCCC3)CC2)cc(OC)c1OC
-2 | O=C(Cn1c(=O)n(Cc2ccc(C(=O)NCc3ccccc3Cl)cc2)c(=O)c2ccccc21)Nc1ccc(F)c(Cl)c1
0 | Cc1oc(-c2ccc(NC(=O)Cc3ccccc3)cc2)nc1CNC(=O)Cc1ccsc1
1 | O=C(c1cc(Cn2ccc3ccccc32)[nH]n1)N1CCC[C@H]1CO
-9 | CCN(CCCNC(=O)c1cc2c(=O)n(CC)c3ccccc3c2s1)c1ccccc1
3 | CCOc1ccc(N2C(=O)/C(=C/c3cc(OC)c(OC)c(OC)c3)SC2=S)cc1
0 | COc1cc(OC)cc(C(=O)Nc2c(C(=O)Nc3ccc(F)cc3)oc3ccccc23)c1
2 | CSc1nc(N)c2ncc(-c3ccccc3)nc2n1
-4 | C=NCCS(=O)(=O)N1CCCCC1
-4 | CCS(=O)(=O)Nc1ccc(C(=O)c2ccccc2)cc1
-1 | CCN1C(=O)CC(Sc2ncccc2C(=O)O)C1=O (stereo unspecified)
-2 | O=C(NCc1cn(-c2ccccc2)nc1-c1ccccc1)c1ccc2c(c1)OCO2
2 | CCc1c(C)sc(NC(=O)C2CCCCC2C(=O)O)c1C(N)=O (stereo unspecified)
5 | CN(C)c1oc(/C=C/c2ccc(F)cc2)nc1C#N
15 | O=S(=O)(Nc1cccc2cccnc12)N1CCCC1
-4 | COc1cc(-c2nc(SCC(=O)Nc3ccc(C)cc3)c(-c3ccc(F)cc3)[nH]2)cc(OC)c1OC
4 | Cc1ccc(CN2CCN(Cc3cccnc3)CC2CCO)o1 (stereo unspecified)
-6 | COCCCNC(=O)c1cc2n(n1)CCCN(Cc1ccc(C)cc1)C2=O
3 | CCOC(=O)C1CCN(C(=O)C2CCN(S(C)(=O)=O)CC2)CC1
-11 | O=C(CSc1nnc(CNC(=O)c2ccccc2F)n1-c1ccccc1)Nc1ccccc1F
-1 | CCCCCC(=O)N(CN1C(=O)c2ccccc2C1=O)c1ccc(C)cc1
-6 | Cc1cc(=O)[nH]c2nnc(SCC(N)=O)n12
5 | Cc1ccc(N2CCN(CN3C(=O)S/C(=C/c4ccccc4F)C3=O)CC2)cc1Cl
-2 | Cc1cc(C)c(Cn2c3ccccc3c3cnn(CC(=O)NCc4ccc(Cl)cc4)c(=O)c32)c(C)c1
0 | Nc1c(C(=O)Nc2cc(Cl)ccc2Cl)sc2nc(-c3ccc4c(c3)OCO4)ccc12
-1 | CC(C)CC(=O)N(Cc1ccccc1)S(=O)(=O)c1ccc2c(c1)oc(=O)n2C
-3 | COc1ccc(-c2csc3ncn(Cc4cccc(C)c4)c(=O)c23)cc1OC
6 | CN(C)c1ccc(C2C(C(=O)c3ccco3)C2c2ccc(Cl)cc2)cc1 (stereo unspecified)
0 | COc1ccccc1NC(=O)C1C(C)=Nc2nc(CCCO)nn2C1c1cccc(F)c1 (stereo unspecified)
1 | C=CCn1c(=O)c2c(nc3n(C(C)c4ccccc4)c(C)c(C)n23)n(C)c1=O (stereo unspecified)
-10 | Cc1ccc(C(=O)N/N=C/c2ccc(Cl)s2)cc1C
-2 | COCCn1c(=O)c2c(nc3n(-c4ccc(F)cc4)c(C)cn23)n(C)c1=O
-2 | CCCCc1nc2cc(C(=O)NCC(C)(C)CO)ccc2o1
-6 | Cc1cc(C)cc(NC(=O)Cn2cc(S(=O)(=O)NC(C)(C)C)c(S(=O)(=O)NC(C)(C)C)c2)c1
-6 | Cc1cc2nc(-c3ccc(NC(=O)c4cc5ccccc5o4)cc3O)oc2cc1C
3 | COc1ccc(OC)c(S(=O)(=O)N(Cc2cccc(OCCN3CCOCC3)c2)Cc2ccccn2)c1
3 | COc1ccc(OC)c(CNC(=O)c2ccc(NC(=O)c3nsc4ccccc34)cc2)c1
3 | O=C(Cn1cc(C(=O)C(F)(F)F)c2ccccc21)NC1CCCC1
1 | Cc1ccc(NC(=O)CSc2nnc3scc(-c4ccccc4)n23)cc1
-3 | O=C(CSc1nc2ccccc2o1)NC1CC1
-4 | CCc1ccc(NC(=O)C2CCCN(S(=O)(=O)c3ccc4c(c3)oc(=O)n4C)C2)cc1 (stereo unspecified)
-1 | CC1=C(c2ccc(C)cc2)N(N(c2ccccc2)c2ccccc2)C(=O)C1=O
-5 | CCOc1ccc(NC(=O)c2c(NC(=O)C(C)(C)C)sc3c2CCCC3)cc1
-18 | N#Cc1ccc(OC(=O)c2ccc(Br)o2)cc1
-3 | CC(C)(C)c1ccc(S(=O)(=O)N2CCCC2C(=O)N2CCOCC2)cc1 (stereo unspecified)
6 | CCOC(=O)c1c(NC(=O)COc2ccc(F)cc2)sc2c1CCCC2
4 | COCCNS(=O)(=O)c1ccc(-c2ccc(Cl)cc2)cc1
0 | O=C(NNC(=O)[C@@H]1CCCC[C@@H]1C(=O)O)c1ccccc1I
-3 | CC1=Nc2cc(C(=O)NCCc3ccc(Cl)cc3)ccc2Sc2c(C)ccc(C)c21
0 | Cc1nc(N2CCC(C(=O)NCCCn3ncc4ccccc43)CC2)nc2ccc(C(C)C)cc12
2 | CCOc1ccc(NC(=O)c2cc3c(=O)n4ccccc4nc3n(CCOC)c2=N)cc1
-2 | CN1C(=O)/C(=C/c2ccco2)SC1=Nc1ccc(N2CCOCC2)cc1

A portion of the library, so the mix of outcomes need not match the whole.
